# SENP7 inh = SENP7 protease inhibitors, primary screen, biochemical, luminescence, uHTS; Sentrin-specific protease 7 (Homo sapiens), Q9BQF6; recombinant SENP7, Z-RLRGG-aminoluciferin luminescence, 40 min; inhibition, % at 5 µM; hit rate 1.5% among 330,000;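 active = inhibition above about 50% at the single test dose, limit read from the data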;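 note: plate controls were DMSO with enzyme for no effect and no enzyme buffer wells for full effect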
# Target sequence (Q9BQF6 706-1050 limits assumed): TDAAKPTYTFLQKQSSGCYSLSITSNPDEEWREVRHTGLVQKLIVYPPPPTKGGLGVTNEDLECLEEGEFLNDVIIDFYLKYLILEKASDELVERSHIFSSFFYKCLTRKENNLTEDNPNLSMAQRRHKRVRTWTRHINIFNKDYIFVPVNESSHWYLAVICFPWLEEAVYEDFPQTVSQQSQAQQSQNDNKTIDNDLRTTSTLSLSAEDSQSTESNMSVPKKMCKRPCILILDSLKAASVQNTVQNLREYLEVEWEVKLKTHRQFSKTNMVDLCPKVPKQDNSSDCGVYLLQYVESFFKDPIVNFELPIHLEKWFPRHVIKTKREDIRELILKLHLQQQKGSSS
# SENP6 block = SENP6 protease inhibitors, primary screen, biochemical, luminescence, uHTS | Sentrin-specific protease 6 (Homo sapiens), Q9GZR1 | Recombinant SENP6 catalytic domain, aminoluciferin luminescence | inhibition, % at 10 µM | hit rate 1.8% among 330,000 | AID 2599, 2010;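 active = inhibition above about 50% at the single tested dose, limit read from the data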;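 note: plate controls were DMSO wells with enzyme for no effect and DMSO wells lacking enzyme for full effect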
# SENP8 block-1 = human SENP8 protease inhibitors, primary screen, biochemical, fluorescence, Nedd8 protein substrate, uHTS; recombinant SENP8; inhibition, % at 20 µM; hit rate 0.64% among 360,000; AID 602440, 2012; in the data active = inhibition mostly above about 40%, no sharp cut-off; inactive = mostly below about 27%
# A3G deaminase = APOBEC3G DNA deaminase inhibitors, primary screen, biochemical, fluorescence, single-stranded DNA substrate, uHTS | hit rate 0.28% among 330,000 | AID 493012, 2011 | recombinant A3G, ssDNA deamination FAM/TAMRA fluorescence | inhibition, % at 20 µM;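 active = inhibition of at least 40% at 20 µM, with no more than 30% in the related APOBEC3A deaminase screen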;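 note: plate controls were DMSO wells with A3G for no effect and wells lacking A3G enzyme for full effect; some compounds called inactive have numbers as strong as hits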
# Target sequence (Q9HC16 whole entry, looked up): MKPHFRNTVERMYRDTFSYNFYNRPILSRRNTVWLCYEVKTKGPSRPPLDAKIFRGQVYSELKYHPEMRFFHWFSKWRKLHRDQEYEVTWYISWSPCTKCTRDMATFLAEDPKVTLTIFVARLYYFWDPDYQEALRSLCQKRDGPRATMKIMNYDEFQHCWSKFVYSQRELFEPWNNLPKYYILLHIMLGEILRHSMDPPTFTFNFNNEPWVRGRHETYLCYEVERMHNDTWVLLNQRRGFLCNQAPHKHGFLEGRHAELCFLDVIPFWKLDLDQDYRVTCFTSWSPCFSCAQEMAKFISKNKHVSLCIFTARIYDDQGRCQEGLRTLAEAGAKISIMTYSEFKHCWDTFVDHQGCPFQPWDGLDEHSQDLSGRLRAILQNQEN
# Apaf-1 inh = inhibitors of human Apaf-1 apoptosome, primary screen, biochemical, DEVD-Rh110 fluorescence, uHTS | Apoptotic protease-activating factor 1 (Homo sapiens), O14727 | reconstituted apoptosome caspase-3 activity | inhibition, % at 20 µM | hit rate 0.71% among 330,000 | AID 489030, 2010; active = inhibition of at least 40% at 20 µM;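 note: plate controls were DMSO wells for no effect and DEVD-CHO caspase inhibitor wells for full effect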
#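 Material: reconstituted apoptosome with Apaf-1, cytochrome c, caspase-9, procaspase-3, dATP / Buffer or medium: pH 7.5 Hepes buffer with CHAPS, BSA, DTT / Also added: cytochrome c with DEVD-Rh110 / Schedule: compound with Apaf-1, dATP, procaspase-3 30 min, then 50 min reaction, room temperature / Technique: rhodamine 110 fluorescence at Ex 480/Em 540 nm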
# UBC13 inh = UBC13 polyubiquitin chain formation inhibitors, primary screen, biochemical, TR-FRET, uHTS; AID 485273, 2010; Ubiquitin-conjugating enzyme E2 N (Homo sapiens), P61088; inhibition, % at 20 µM; hit rate 0.47% among 330,000; in the data active = inhibition above about 45%, passing the limit was not always enough
# Target sequence (P61088 whole entry, looked up): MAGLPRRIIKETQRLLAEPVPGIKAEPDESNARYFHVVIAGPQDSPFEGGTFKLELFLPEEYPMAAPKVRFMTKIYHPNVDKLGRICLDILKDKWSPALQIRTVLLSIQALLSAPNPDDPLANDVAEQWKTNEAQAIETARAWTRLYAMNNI
# SENP1 FRET inh = human SENP1 catalytic domain inhibitors, primary screen, biochemical, FRET, uHTS | recombinant SENP1 catalytic domain, CyPet-SUMO1-YPet FRET cleavage | inhibition, % at 10 µM | hit rate 0.21% among 360,000;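 active = inhibition at least 30% at 10 µM, raw YFP signal under a set limit, fluorescence ratio 0.5 to 1.5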;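 note: 0% = enzyme with DMSO and 100% = no enzyme wells; some results filed as inactive read as strong as hits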
#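 Material: hSENP1 catalytic domain, recombinant; medium: Tris pH 8 with BME, BSA, NP40 and catalase; compound: single concentration of 10 µM compound, 0.5% DMSO final; technique: FRET read of cyan and yellow fluorescence; timing: 50 min enzyme reaction, room temperature, light-protected; reagent: SFCypet-SUMO1-SFYpet substrate at 25 nM; control set: no-enzyme low, enzyme-DMSO high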
# SENP8 block-2 = SENP8 protease inhibitors, primary screen, biochemical, luminescence; purified SENP8, Z-RLRGG-aminoluciferin cleavage; inhibition, % at 10 µM; hit rate 1.2% among 330,000; AID 2540, 2010; in the data active = inhibition above about 50%
# * hit, by the source's call.
no.	smiles	SENP7 inh	SENP6 block	SENP8 block-1	A3G deaminase	Apaf-1 inh	UBC13 inh	SENP1 FRET inh	SENP8 block-2
1	Cc1nc(N2CCCCC2)c2c(C)c(C(=O)Nc3ccc4c(c3)OCCO4)sc2n1	-8.1	-6.6	8.4	-6.4	11.1	2.3	2.2	-10.7
2	Cc1nc(Br)c(Br)c(C)c1Br	1.4	-37.1	6.8	1.3	4.1	4.3	0.2	-3.2
3	O=C(Nc1cccc(S(=O)(=O)N2CCCC2)c1)c1cc(-c2ccccn2)nc2ccccc12	4.0	17.7	3.4	0.3	9.8	3.2	2.9	3.3
4	O=C(Nc1ccc(COc2ccccc2)cc1)Nc1cccc(C(=O)O)c1	92.4*	97.0*	4.5	-7.5	5.3	3.6	1.0	93.1*
5	COCCCNC(=O)c1cc(S(=O)(=O)NCCCN2CCCC2=O)ccc1Cl	0.4	6.8	7.7	-6.2	-6.0	5.8	1.6	-0.7
6	O=C(c1cncc(Br)c1)N1CCc2ccccc2C1	4.8	0.8	14.6	-3.5	-2.1	-3.8	2.1	1.7
7	Cc1c(NC(=O)c2cccc(NS(C)(=O)=O)c2)c(=O)n(-c2ccccc2)n1C	2.5	10.9	15.7	-4.8	-26.5	-0.3	-2.8	2.2
8	O=C1c2ccccc2C(=O)N1CC1=CCS(=O)(=O)C1	-7.4	-0.6	14.4	-1.1	-15.3	-9.5	2.8	-6.6
9	CN(C)S(=O)(=O)c1cccc(NC(=O)c2cc(=O)[nH]c(=O)[nH]2)c1	-0.4	-6.6	-32.6	-4.9	-0.7	-3.9	0.7	-2.6
10	CCCC(=O)Nc1nnc(S(=O)(=O)N(CC(C)C)c2ccccc2)s1	-11.4	-16.2	6.5	-5.3	12.0	-3.9	-3.0	-3.5
11	CCn1nc(C(=O)Nc2ccc(S(=O)(=O)Nc3ncccn3)cc2)c2ccccc2c1=O	-6.3	-14.5	26.8	-5.3	-15.1	13.7	-0.4	0.0
12	COc1ccc(NC(=O)c2ccc(-c3ccccc3C(F)(F)F)o2)cc1	1.5	3.5	-22.1	0.2	18.8	14.4	1.4	7.1
13	CCCCN1C(N)=NC[C@@H]1CC1CCCCC1	4.7	-9.8	12.3	8.1	15.0	33.7	0.1	-5.3
14	CCN(CC)CCN(C(=O)c1ccc2c(c1)OCCO2)c1nc2cc(C)cc(C)c2s1	1.7	0.2	-3.8	-1.7	22.7	9.4	0.6	-7.3
15	CCOC(=O)c1c(NC(=O)COC(=O)CC(NC(C)=O)c2ccccc2)sc(C(=O)NC)c1C (stereo unspecified)	0.5	-5.6	-6.4	-2.1	1.7	7.4	3.8	9.2
16	O=[N+]([O-])c1ccc(Cl)c(CN2CCC(O)CC2)c1	5.1	-5.8	9.9	-1.1	-0.6	-1.7	1.3	-4.1
17	COc1ccc(N2CCOCC2)c(NC(=O)c2ccc(Br)o2)c1	8.2	-8.1	5.8	-8.2	14.5	-1.0	8.0	3.8
18	CC1CCCCN1C(=O)c1cc(Cl)ccc1[N+](=O)[O-] (stereo unspecified)	-0.5	-1.7	9.8	-6.3	-7.2	0.9	1.3	-3.3
19	Cc1ccc(-c2nnn(C(C)C(=O)N3c4ccccc4CCc4ccccc43)n2)cc1 (stereo unspecified)	-2.1	-10.5	10.5	-0.4	9.9	4.4	-0.3	-6.0
20	COc1ccc(C(CNS(=O)(=O)c2ccc(NC(C)=O)c(OC)c2)N2CCCCC2)cc1 (stereo unspecified)	-5.9	-4.3	22.0	-7.5	-1.5	-8.0	-0.4	-10.3
21	CCOC(=O)Cc1csc(NC(=S)NC(=O)c2ccc(C)cc2)n1	2.1	10.6	20.9	-7.9	-7.6	0.0	1.8	-8.6
22	O=C(O)CC1COc2ccccc2N1S(=O)(=O)c1ccc(Br)cc1 (stereo unspecified)	-2.1	-5.8	6.9	-8.3	-3.6	6.1	1.6	2.4
23	CC(C)(C)N=C1SCC(C)(/C=N/O)S1 (stereo unspecified)	7.2	4.7	20.7	-3.2	-0.1	4.3	-0.7	5.0
24	Cc1cc(S(=O)(=O)N2CCCC2)ccc1OCC(=O)Nc1ccccc1	-0.7	-2.6	11.6	-1.5	6.6	3.7	-0.9	-0.4
25	CCn1c(SCC(=O)Nc2ccc3c(c2)OCCO3)nc2c(c1=O)SC(C)C2 (stereo unspecified)	6.6	-17.0	31.4	-2.3	1.5	-1.0	2.3	1.1
26	CCOC(=O)c1[nH]c2ccccc2c1NC(=O)CN1CCCCC1	7.3	0.8	-353.8	6.4	1.6	-4.8	2.4	-6.4
27	CCOc1ccc(NC(=O)CN(C)C(=O)CN2C(=O)c3ccc([N+](=O)[O-])cc3C2=O)cc1OCC	9.4	-15.2	22.5	-5.7	3.1	-2.4	7.2	8.3
28	CCc1cc2c(COC(=O)c3cccc(NS(C)(=O)=O)c3)cc(=O)oc2cc1O	-3.5	-14.0	-317.3	-4.2	12.5	3.7	-24.7	5.2
29	Cc1ccc(CC(=O)N/N=C/c2ccc(OC(=O)c3ccc([N+](=O)[O-])cc3)cc2)cc1	6.7	-4.3	9.1	-8.7	-9.5	6.9	2.6	-2.6
30	CC(=O)Nc1ccc(S(=O)(=O)N2CCSC2c2ccccc2Cl)cc1 (stereo unspecified)	-9.4	-7.3	8.2	-5.0	12.0	1.7	2.1	-4.4
31	O=C(CN1C(=O)C(=O)N(C2CCCC2)C1=O)Nc1ccc(OC(F)F)cc1	2.6	-5.0	2.0	0.2	2.7	5.9	-0.4	-5.1
32	CCc1cccc(Nc2cc(C)nc3nc(C)nn23)c1	-2.8	10.4	6.9	-0.4	-3.7	3.8	1.7	-5.6
33	O=C(Cc1ccccn1)c1ccc(F)cc1	0.4	-6.1	-20.8	-4.1	-5.2	0.1	-7.1	-2.9
34	Nc1nc2cc(S(=O)(=O)NC3=NCCCCC3)ccc2s1	-3.2	-17.6	21.2	-2.2	-17.3	-8.5	0.6	-7.3
35	CCCc1c(C(=O)OCC)sc(N)c1C#N	4.3	-7.8	4.7	-1.3	2.2	8.4	0.4	4.4
36	O=C1CCNc2c(Cl)cccc21	4.6	-10.6	-280.1	-3.0	-10.9	11.9	-39.0	-5.2

# 3 compounds from above, ordered by heavy-atom count, lowest first:
no.	smiles	SENP7 inh	SENP6 block	SENP8 block-1	A3G deaminase	Apaf-1 inh	UBC13 inh	SENP1 FRET inh	SENP8 block-2
25	CCn1c(SCC(=O)Nc2ccc3c(c2)OCCO3)nc2c(c1=O)SC(C)C2 (stereo unspecified)	6.6	-17.0	31.4	-2.3	1.5	-1.0	2.3	1.1
28	CCc1cc2c(COC(=O)c3cccc(NS(C)(=O)=O)c3)cc(=O)oc2cc1O	-3.5	-14.0	-317.3	-4.2	12.5	3.7	-24.7	5.2
29	Cc1ccc(CC(=O)N/N=C/c2ccc(OC(=O)c3ccc([N+](=O)[O-])cc3)cc2)cc1	6.7	-4.3	9.1	-8.7	-9.5	6.9	2.6	-2.6

# Following part
no.	smiles	SENP7 inh	SENP6 block	SENP8 block-1	A3G deaminase	Apaf-1 inh	UBC13 inh	SENP1 FRET inh	SENP8 block-2
37	Cc1ccc(S(=O)(=O)NCCCN2CCOCC2)c(C)c1	2.2	-15.0	29.0	-1.8	-6.8	5.0	-2.3	-6.6
38	O=C(Nc1ccccn1)c1ccc(Br)c(S(=O)(=O)N2CCCCC2)c1	1.7	-11.8	-270.9	1.1	7.9	8.1	2.8	-7.9
39	COc1cc2ncnc(NCc3ccc4c(c3)OCO4)c2cc1OC	2.7	-5.8	9.3	-4.8	0.0	6.9	0.9	0.1
40	COc1ccc(S(=O)(=O)NNC(=O)C2Cc3c(ccc4ccccc34)O2)cc1 (stereo unspecified)	6.0	-1.0	13.8	-7.2	7.8	-1.7	1.0	-0.6
41	Cc1ccc(C)c(NC(=O)CSc2ccc(-c3ccco3)nn2)c1	8.0	-0.9	1.5	4.0	-14.3	-10.1	0.3	1.1
42	Cc1ccn2c(=O)nc(SCC(=O)c3ccc(Cl)cc3)nc2c1	-8.1	-0.9	-15.8	0.1	4.4	-4.8	-23.9	8.9
43	CC(=O)c1ccccc1NC(=O)COC(=O)CN1C(=O)C2CCCCC2C1=O (stereo unspecified)	-7.0	-4.0	2.1	-2.4	17.2	4.3	-0.4	-3.6
44	CC1CCCC(NC(=O)c2n[nH]c(=O)c3ccccc23)C1C (stereo unspecified)	-1.2	20.1	15.7	-1.6	5.9	-3.2	2.6	-2.8
45	CCOC(=O)CSCc1csc(CC(=O)Nc2ccccc2C)n1	5.7	-4.0	1.9	-5.7	-2.5	-1.1	-7.1	-6.1
46	O=C(Nc1ccc(Nc2ccccc2)cc1)c1ccc(Cl)cc1Cl	-0.2	-14.0	17.7	3.8	15.6	-3.9	1.1	0.0
47	O=C(COC(=O)/C=C/c1ccc(S(=O)(=O)N2CCOCC2)cc1)NC1CCCCCCC1	5.3	0.4	19.7	-4.1	3.3	6.5	3.1	2.3
48	N/C(=N\OC(=O)c1ccccc1Cl)c1ccncc1	49.0	14.8	14.0	-1.8	2.9	-12.2	-0.2	36.8
49	CCC(=O)N1CCN(c2ccc(Cl)cc2NC(=O)Cc2ccccc2)CC1	-3.6	-26.3	23.4	0.6	11.3	0.8	2.6	-3.7
50	COc1ccc(NC(=O)C2=CC(c3ccco3)=NS(=O)(=O)N2C)cc1	0.4	6.9	24.0	7.5	6.4	-1.5	2.0	4.5
51	CC(=O)c1ccc(OC(=O)C2CC(=O)N(c3cccc(C)c3)C2)cc1 (stereo unspecified)	-9.8	-11.1	-0.7	-2.9	-7.6	-3.8	-0.7	-2.2
52	COc1cc(C2NC(=O)N(C)C(C)=C2C(=O)OCc2ccccc2)cc(Br)c1O (stereo unspecified)	-0.5	-1.3	2.5	-4.3	7.6	0.2	2.6	-2.9
53	O=C(Nc1ccc(C2CC2(Cl)Cl)cc1)c1cccc([N+](=O)[O-])c1 (stereo unspecified)	54.2*	76.9*	22.5	-8.5	13.7	0.9	-0.3	50.5*
54	COc1ccc(-n2nc(C(=O)NCC(=O)Nc3cc(OC)ccc3OC)c3ccccc3c2=O)cc1	1.4	12.5	-183.6	-2.4	24.4	0.0	1.1	-5.0
55	CC(NC(=O)CN1CCCC1)c1ccccc1 (stereo unspecified)	-3.3	2.0	6.6	-8.2	-15.7	3.3	3.8	-0.9
56	c1ccc(CSc2nc3ccccc3[nH]2)cc1	76.9*	-12.7	16.7	-6.4	-0.7	-6.8	1.6	68.9*
57	CCOc1ccccc1NC(=O)c1ccc(NC(=O)C2CCCO2)cc1 (stereo unspecified)	2.8	-28.0	9.8	-1.8	-6.8	1.2	0.2	2.5
58	Cc1ccc(NC(=O)CCCCCCCCCCC2COCCO2)c(C)c1 (stereo unspecified)	-2.1	-14.6	6.9	-6.0	1.0	-2.2	1.6	-4.2
59	NNC(=O)c1cc(-c2cccs2)nc2ccccc12	2.0	3.0	-494.3	-3.2	-3.0	10.4	-15.3	-0.7
60	NCCCCCC(=O)N/N=C/c1coc2ccccc2c1=O	-7.8	-11.2	-69.2	-4.6	-0.8	3.5	-0.7	-3.2
61	COC(=O)c1cc(S(=O)(=O)N2CCC(C)CC2)cn1C	-4.4	-12.7	1.7	-3.4	-1.7	0.8	1.1	-7.5
62	N=C1S/C(=C\c2ccccc2F)C(=O)N1c1ccc(F)cc1	-14.8	4.6	1.3	-3.5	-10.9	-26.9	1.0	-10.3

# Screening data (PubChem BioAssay)
